# V1aR counter = counter-screen for oxytocin receptor agonists: human V1a receptor agonists | 320,000 compounds, 0.25% hits | CHO-V1R cells, Fluo-8 calcium fluorescence, agonist mode; 0% DMSO, 100% 3 nM vasopressin | activation, % at 3 µM;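 active = activation above the mean activation of all tested compounds plus 3 SD, per screening run, cut at about 20% in these data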;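 note: signal is peak over basal fluorescence ratio across a 100 second FLIPR read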
# Target sequence (P37288 whole entry, looked up): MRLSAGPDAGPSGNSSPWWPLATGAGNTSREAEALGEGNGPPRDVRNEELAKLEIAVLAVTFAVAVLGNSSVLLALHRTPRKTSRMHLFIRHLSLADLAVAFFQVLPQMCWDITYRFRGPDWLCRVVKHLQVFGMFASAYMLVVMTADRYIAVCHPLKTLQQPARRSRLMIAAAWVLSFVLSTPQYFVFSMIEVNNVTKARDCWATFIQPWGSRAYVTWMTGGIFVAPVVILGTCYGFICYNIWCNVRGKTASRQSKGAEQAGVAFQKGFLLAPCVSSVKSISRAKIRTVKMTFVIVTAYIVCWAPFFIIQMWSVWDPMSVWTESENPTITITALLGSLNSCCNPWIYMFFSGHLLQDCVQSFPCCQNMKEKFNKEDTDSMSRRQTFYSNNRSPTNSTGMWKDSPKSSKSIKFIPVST
# M1 ag parental = counter-screen for M1 agonists: effect in parental CHO-K1 cells; activation, % at 3 µM; 360,000 compounds, 0.48% hits; AID 602248; Fluo-8 calcium fluorescence; scaled to maximal ATP response, vehicle zero; in the data active = activation above about 15%;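 note: untransfected CHO-K1 host cells lacking M1 receptor as counterscreen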
# CHO-K1 Ca antag = M1 antagonist counterscreen hit in parental CHO-K1 cells; inhibition, % at 3 µM; ATP-induced calcium, Fluo-8 fluorescence; AID 602250; 360,000 compounds, 0.6% hits;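 active = inhibition above a per-plate cutoff, the plate's mean sample inhibition plus 3 SD, cut at about 24% in these data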;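 note: 0% = DMSO plus EC80 ATP and 100% = DMSO alone without ATP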
# OXTR potentiator = potentiators of human oxytocin receptor; P30559; CHO-OTR cells, Fluo-8 calcium fluorescence, potentiator mode; 0% = oxytocin EC15, 100% = EC100; activation, % at 3 µM; 320,000 compounds, 0.061% hits; AID 2445;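 active = activation above that plate's cutoff, the mean activation of tested compounds plus 3 SD, cut at about 6.6% in these data, passing the limit was not always enough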;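 note: 100% uses oxytocin at 75 nM as the full agonist control; some results filed as inactive read as strong as hits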
#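 assay system = CHO-OTR cells, human receptor | schedule = compound 6 min at room temperature before oxytocin, 100 s read | detection = Fluo-8 intracellular calcium fluorescence, ex 470-495, em 515-575 nm | evaluation = normalized max/min fluorescence ratio, % activation | control set = EC15 oxytocin alone as 0%, 75 nM oxytocin (EC100) as 100%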
# M1 ag = human M1 muscarinic receptor agonism; 360,000 compounds, 0.33% hits; AID 588814; P11229; CHO-K1 hM1, Fluo-8 calcium fluorescence, agonist mode; 0% DMSO, 100% acetylcholine EC100; activation, % at 3 µM;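 active = activation above the run's mean compound activation plus 3 SD, cut at about 16% in these data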;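 note: peak over basal fluorescence ratio within a 140 s kinetic read after compound addition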
# CHO parental Ca = counter-screen for OX1R antagonists: effect in parental CHO cells | inhibition, % at 5.6 µM | AID 463079 | parental CHO-K1, ATP-induced calcium, Fluo-8 fluorescence | 330,000 compounds, 0.63% hits;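 active = inhibition above that plate's mean sample inhibition plus 3 SD, cut at about 26% in these data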;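 note: 0% = ATP-challenged DMSO wells and 100% = DMSO wells without ATP; some compounds past the cut are filed as inactive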
#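 Material: parental CHO cells / Compound: single nominal dose of 5.6 µM per compound / Signal: Fluo-8 fluorescence / Replicates: singlicate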
# TAAR1 ag = human TAAR1 agonism; CHO RD-HGA16 TAAR1, Fluo-8 calcium fluorescence; vehicle wells 0%, saturating PEA agonist 100%; activation, % at 3 µM; 360,000 compounds, 0.99% hits;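 active = activation above the mean activation of all test compounds in the run plus 3 SD, cut at about 38% in these data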
# Target sequence (Q96RJ0 whole entry, looked up): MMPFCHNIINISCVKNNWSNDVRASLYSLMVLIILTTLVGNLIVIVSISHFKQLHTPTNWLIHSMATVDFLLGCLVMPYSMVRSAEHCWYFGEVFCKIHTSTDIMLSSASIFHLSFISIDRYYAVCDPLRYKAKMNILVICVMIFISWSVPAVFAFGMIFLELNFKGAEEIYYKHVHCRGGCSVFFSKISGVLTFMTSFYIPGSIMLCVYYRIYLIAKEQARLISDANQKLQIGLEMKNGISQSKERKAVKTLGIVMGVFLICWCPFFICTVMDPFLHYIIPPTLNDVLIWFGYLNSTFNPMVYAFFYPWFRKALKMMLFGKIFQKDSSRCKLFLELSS
#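 System: CHO RD-HGA16 cells carrying human TAAR1 plus Gα16; Incubation: 17-24 h seeding, 75 min 37 °C dye, 30 min RT; Measured by: Fluo-8 fluorescence, 5 s baseline then 140 s kinetic read; Control set: DMSO and PEA EC100; Replication: single well for each compound.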
# TAAR1 antag = human TAAR1 antagonism | Q96RJ0 | CHO RD-HGA16 TAAR1, Fluo-8 calcium fluorescence, antagonist | inhibition, % at 3 µM | 360,000 compounds, 1.5% hits;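 active = inhibition above a per-plate cutoff, the mean inhibition of test compounds on that plate plus 3 SD, cut at about 49% in these data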;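 note: 0% = DMSO plus EC80 beta-PEA response and 100% = DMSO alone without agonist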
#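 System: CHO RD-HGA16 cells bearing hTAAR1. Reagent: EC80 β-phenethylamine stimulus. Schedule: seeding 17-24 h prior, 75-min 37 °C, 30-min RT dye loading. Signal: Fluo-8 intracellular calcium dye fluorescence, real-time kinetic reads. Read-out: % inhibition from peak post-agonist over basal fluorescence ratio. Benchmarks: vehicle wells and EC80 agonist wells. Replicates: n of 1.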
# M1 PAM parental = nonselective activator or artifact in parental CHO-K1 calcium assay | activation, % at 3 µM | 360,000 compounds, 0.02% hits | AID 602247 | ATP EC20, Fluo-8 calcium fluorescence; 0% at ATP EC20, 100% at ATP max;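 active = activation above the run cutoff, the mean activation of all test compounds plus 3 SD, cut at about 40% in these data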;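 note: peak over basal fluorescence ratio in a 140 s read after ATP addition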
# Numbers without * were called inactive; nt = not tested or not shown.
SMILES,V1aR counter,M1 ag parental,CHO-K1 Ca antag,OXTR potentiator,M1 ag,CHO parental Ca,TAAR1 ag,TAAR1 antag,M1 PAM parental
COc1ccccc1-c1cc2nc(-c3ccccc3)cc(N3CCN(C(=O)c4ccoc4)CC3)n2n1,nt,1.9,-2.6,nt,-1.6,nt,8.2,20.1,18.6
CCOC(=O)CCCNC(=O)CSc1nnc(-c2ccccc2)c(-c2ccccc2)n1,-1.1,1.2,-11.9,-3.4,-8.0,-23.6,13.6,-13.7,7.8
CC(OC(=O)c1ccc(Cl)c(S(=O)(=O)N2CCc3ccccc32)c1)C(=O)Nc1ncc(Cl)cc1Cl (stereo unspecified),0.3,0.0,1.4,-7.2,-7.4,-25.3,-1.1,9.8,11.7
COc1cc(C(=O)NCC(=O)NCCN2C(=O)S/C(=C\c3ccc4c(c3)OCO4)C2=O)cc(OC)c1OC,5.0,4.2,-12.9,-10.0,-3.5,-9.1,11.5,31.3,11.8
COc1ccc(C(CNC(=O)CCNS(=O)(=O)c2ccc(Br)cc2)N2CCCC2)cc1 (stereo unspecified),nt,0.9,-6.4,nt,-7.7,nt,2.0,-4.5,-3.1
CN(C)C(=O)Nc1ccc(Cl)c(Cl)c1,nt,0.9,-16.0,nt,-4.7,nt,1.8,10.1,22.0
COc1ccc(S(=O)(=O)NNC(=O)c2cc3c4ccccc4n(C)c3s2)cc1,1.0,-0.1,-8.9,-21.8,-1.6,-10.5,5.6,17.2,18.1
COc1ccc(CCC(=O)NCCc2ccc(OC)c(OC)c2)cc1,0.6,0.3,8.8,3.8,-5.3,-9.6,2.5,-0.9,-8.7
Cc1cc(N2CCN(c3ccccc3)CC2)n2nnnc2n1,0.9,0.8,-16.5,-9.3,-4.3,-16.8,6.6,-10.2,18.0
O=S(=O)(NCCC1=CCCCC1)c1ccccc1Br,nt,-0.7,1.5,nt,-3.1,nt,-0.7,-1.7,-24.3
COc1ccc(S(=O)(=O)N(C)CC(=O)N2CCN(c3ccc(F)cc3)CC2)cc1OC,-0.2,2.0,-6.0,-9.5,-4.7,-10.9,10.3,-11.6,21.1
Cc1ccc(C(=O)NC=C(Cl)Cl)cc1,-0.7,-0.3,-4.1,-9.7,-4.7,-10.3,2.4,-7.5,11.6
CN(/C(=N\S(=O)(=O)c1ccccc1)C(F)(F)F)c1ccccc1,0.7,0.2,-0.6,-2.1,-2.3,-10.9,7.6,-4.2,11.5
CCOC(=O)N1CCN(Cc2nnc(-c3ccccc3Cl)o2)CC1,0.7,-0.1,7.3,-8.5,-0.1,-6.3,2.6,-23.8,1.0
O=c1c(Cc2ccc(F)cc2)c(O)ccn1CCc1cnc[nH]1,0.0,-0.2,-1.4,-6.7,-5.6,-5.2,5.1,-13.1,-0.9

# A few values from above.
# For M1 PAM parental, COc1ccc(S(=O)(=O)N(C)CC(=O)N2CCN(c3ccc(F)cc3)CC2)cc1OC has 21.1
# For V1aR counter, CN(/C(=N\S(=O)(=O)c1ccccc1)C(F)(F)F)c1ccccc1 has 0.7
# For CHO parental Ca, Cc1cc(N2CCN(c3ccccc3)CC2)n2nnnc2n1 has -16.8
# For OXTR potentiator, CC(OC(=O)c1ccc(Cl)c(S(=O)(=O)N2CCc3ccccc32)c1)C(=O)Nc1ncc(Cl)cc1Cl (stereo unspecified) has -7.2
# For CHO parental Ca, COc1cc(C(=O)NCC(=O)NCCN2C(=O)S/C(=C\c3ccc4c(c3)OCO4)C2=O)cc(OC)c1OC has -9.1
# For M1 ag, COc1ccccc1-c1cc2nc(-c3ccccc3)cc(N3CCN(C(=O)c4ccoc4)CC3)n2n1 has -1.6
# For V1aR counter, O=c1c(Cc2ccc(F)cc2)c(O)ccn1CCc1cnc[nH]1 has 0.0

# The main list resumes with the 4 entries that preceded the break.
SMILES,V1aR counter,M1 ag parental,CHO-K1 Ca antag,OXTR potentiator,M1 ag,CHO parental Ca,TAAR1 ag,TAAR1 antag,M1 PAM parental
Cc1ccc(C(=O)NC=C(Cl)Cl)cc1,-0.7,-0.3,-4.1,-9.7,-4.7,-10.3,2.4,-7.5,11.6
CN(/C(=N\S(=O)(=O)c1ccccc1)C(F)(F)F)c1ccccc1,0.7,0.2,-0.6,-2.1,-2.3,-10.9,7.6,-4.2,11.5
CCOC(=O)N1CCN(Cc2nnc(-c3ccccc3Cl)o2)CC1,0.7,-0.1,7.3,-8.5,-0.1,-6.3,2.6,-23.8,1.0
O=c1c(Cc2ccc(F)cc2)c(O)ccn1CCc1cnc[nH]1,0.0,-0.2,-1.4,-6.7,-5.6,-5.2,5.1,-13.1,-0.9
O=C(NNc1nc2c(F)cc(F)cc2s1)C1=COCCO1,-0.5,-0.3,2.6,3.7,-3.1,-15.3,2.4,-29.3,4.2
Clc1ccc(OCCSc2ncccn2)c(Br)c1,-0.5,0.1,1.8,-18.7,-7.2,5.9,16.0,3.6,4.8
O=C(Nc1ncccc1O)c1ccc(S(=O)(=O)N2CCCC2)cc1,0.9,0.6,-8.5,-4.7,-2.7,-1.0,2.0,-18.6,-7.2
O=S(=O)(NC1CCCC1)c1ccc(S(=O)(=O)NC2CCCC2)cc1,9.5,9.9,-11.0,-3.8,9.4,-5.5,56.9*,27.3,11.9
Cc1cccc(NC(=S)N(CCc2ccncc2)C(C)C)c1C,0.6,0.3,-4.2,9.5,-3.3,-4.5,-1.1,11.2,-12.5
CC(=O)Nc1ccc(S(=O)(=O)NC2(c3ccccc3)C(=O)N(C)C(=O)N(C)C2=O)cc1,nt,0.1,-9.4,nt,-3.8,nt,1.8,1.0,2.0
COc1cccc(-n2nnnc2SCC(=O)Nc2ccc(NC(C)=O)cc2)c1,0.7,0.5,-1.2,-1.1,-4.3,-7.2,0.9,-8.4,-10.7
Cc1cc(C)c2nc(SC(C)C(=O)NCC(=O)Nc3ccc(F)c(F)c3F)cc(C)c2c1 (stereo unspecified),0.9,-0.1,-1.8,-4.4,-3.1,-16.1,0.2,-3.7,13.5
Cc1cccc(C(C)C)c1NC(=O)COC(=O)c1cc2ccccc2oc1=O,1.9,4.0,-20.4,2.0,-2.6,-14.6,3.8,-8.9,24.2
CON/C=N/C(=S)Nc1ncc(C(F)(F)F)cc1Cl,-0.5,3.7,4.7,-6.8,-2.6,-16.4,3.6,7.4,11.3
CN(C)c1nc(N)c([N+](=O)[O-])c(N2CCCCCC2)n1,-0.6,-0.2,-19.6,-12.3,-8.3,-12.4,-1.4,3.1,22.4
O=C(O)c1cccc(CSc2n[nH]c(-c3ccc(Cl)cc3Cl)n2)c1,-0.5,1.1,-10.1,-5.9,-4.1,3.7,10.5,-8.9,22.7
COC(=O)C1=CN(c2cc(C)cc(C)c2)C=C(C(=O)OC)C1c1ccc(OC)c(O)c1,-0.3,-0.6,-7.6,-8.2,-2.0,-18.1,1.7,-39.8,16.4
COc1ccc(OC)c(S(=O)(=O)Nc2cccc(C(C)=O)c2)c1,0.9,1.0,-5.6,-4.0,-3.9,-10.1,3.2,-1.5,24.8
O=C(NCc1ccco1)C1CCCN1C(=O)Nc1cccc(Cl)c1 (stereo unspecified),-0.5,0.8,-10.4,-11.0,-4.1,5.3,-0.7,13.7,14.0
CNC(=O)c1cccc(NC(=O)c2cc(-c3ccccc3)nc3c2cnn3C(C)C)c1,3.0,8.5,-5.5,-4.8,-1.3,-10.6,22.0,41.5,4.3
CC(=O)Nc1ccc(S(=O)(=O)NC2CCSc3ccccc32)cc1 (stereo unspecified),6.1,5.0,-3.3,-12.8,2.1,8.9,11.4,5.1,9.1
c1coc(-c2ccnc(-c3ccncc3)n2)c1,0.2,1.1,-6.2,-1.7,-1.4,-3.8,3.6,5.7,14.2
CCC(CC)CN1CCC(CN2C(=O)C(=O)NC[C@@H]2CC(C)C)CC1,nt,0.1,-11.2,nt,-4.0,nt,1.1,-2.1,10.8
Cc1cccc(CS(=O)(=O)Cc2ccc(C(=O)NCc3cccs3)o2)c1,4.5,27.5*,1.7,-13.5,5.8,-19.9,1.0,-12.5,5.2
CNC(=O)NC(=O)C(C)Oc1ccccc1F (stereo unspecified),1.5,0.2,-9.8,2.2,-5.9,-14.8,1.1,1.8,1.4
O=C(CNCc1ccccc1)Nc1ccc(Oc2ccccc2)cc1,0.9,0.9,-3.2,-5.8,-12.3,-25.2,5.0,-6.7,17.2
Fc1cccc(Cc2c(-c3cccc(Cl)c3)nc3c(Cl)cc(C(F)(F)F)cn23)c1,nt,-0.1,-19.0,nt,-1.7,nt,0.1,-11.8,10.9
CN1C(=O)c2ccccc2C(C(=O)NCc2ccco2)C1c1c[nH]c2ccccc12 (stereo unspecified),-0.2,2.1,-7.3,-8.7,-1.5,-26.1,8.2,-16.9,18.9
O=C(N/N=C/c1ccc([N+](=O)[O-])cc1)c1cccnc1,1.5,1.2,-5.9,-14.9,-4.1,1.6,5.5,9.6,18.1
O=C(CCCSc1nc2ccccc2[nH]1)NC1CCCCC1,-0.5,-0.6,6.2,-4.5,-2.0,-13.1,10.6,1.3,-16.6
CCNC(=S)NCc1ccc2c(c1)OCO2,-0.6,0.1,-2.4,-1.9,-5.4,8.9,1.8,-16.7,1.3
CN(C)S(=O)(=O)c1ccc(C(=O)NCc2nnc(SCC(=O)Nc3ccc(F)cc3)n2-c2ccc(F)cc2)cc1,0.1,0.3,-4.8,1.5,-8.6,-14.7,2.5,-12.1,17.0
CCC(C)c1ccccc1NC(=O)COC(=O)c1ccc2[nH]c3c(c2c1)CCCC3 (stereo unspecified),-0.4,3.0,0.2,-11.3,-7.2,-8.5,1.0,45.8,24.1
COc1ccc(Nc2nc(Cl)nc(NCc3ccco3)n2)cc1,-2.0,-0.1,-0.1,-3.2,-4.8,6.0,8.2,1.3,8.7

# Rows are unselected; about 3.3% have a hit in one of these screens.
